Bioassay records from PubChem BioAssay.
MmCpn inh: blocks the Methanococcus maripaludis chaperonin Mm-Cpn; purified Mm-Cpn ATPase, ADP Transcreener TR-FRET; Potency, µM (top dose mostly 76.9 µM), for inactives: top-dose activity, negative = inhibition, hits mostly inhibitors; AID 504842; hit rate 0.031% among 330,000; further: potency means the concentration at half of the fitted maximal effect; on the % scale 0 is the no-effect control and ±100 the full control effect; nearly all actives have a fitted effect of over 80% in size
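Purified archaeal chaperonin (25 nM final) was preincubated with compound for 10 min at 37°C, then ATP (10 uM final) was added for 30 min at 37°C in Tris pH 7.4/KCl/MgCl2/DTT buffer. ADP was quantified by HTRF Transcreener TR-FRET.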
EPAC2 antagonist: antagonists of human EPAC2. Potency, µM (titrated, usually from 114 µM), for inactives: at the highest dose activity, negative = inhibition, actives largely listed as inhibitors. hit rate 0.18% among 360,000. EPAC2 GEF exchange of Rap1B-BODIPY-GDP, fluorescence; further: potency means the concentration at half of the fitted maximal effect; on the % scale 0 is the no-effect control and ±100 the full control effect; nearly all actives have a fitted effect of over 45% in size; many of its hits are not listed in these tables
PI5P4Ka inh: PI5P4K alpha (human) kinase inhibition | hit rate 1.2% among 330,000 | P48426 | max response, % | PI5P4Kalpha enzyme, ADP-Glo luminescence, 60 min; active compounds read low; active means max response of -50% or lower; inconclusive means between -30% and -50%; inactive means -30% or higher; further: value at the top dose of about 77 µM; on the % scale 0 is the no-effect control and ±100 the full control effect
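Human PI5P4Kalpha with substrate in 0.038 M HEPES pH 7.4, 0.28 mM EGTA, 0.1% CHAPS, 5% DMSO; reaction started with 5 microM ATP (final), 60 min at room temperature. ADP formed read by ADP-Glo luminescence.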
WRN inhibitor: WRN helicase (human) inhibition; Q14191; WRN helicase unwinding, fluorescent forked duplex, kinetic; Potency, µM (series often up to 114 µM), for the others: top-dose activity change, negative = inhibition, actives largely listed as inhibitors; hit rate 0.46% among 360,000; further: potency means the concentration at half of the fitted maximal effect; on the % scale 0 is the no-effect control and ±100 the full control effect; nearly all actives have a fitted effect of over 55% in size
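WRN at 20 nM final was preincubated with compound for 15 min at room temperature; reaction started with 100 nM forked duplex oligonucleotide carrying fluorophore and quencher plus 2 mM ATP (final). Unwinding followed kinetically by red fluorescence (ex 525/em 598 nm).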
EPAC1 antagonist: blocks human EPAC1 exchange factor. O95398. EPAC1 GEF assay, Rap1b-BODIPY-GDP exchange fluorescence. Potency, µM (top dose mostly 115 µM), inactives show at the highest dose activity change, negative = inhibition, most hits filed as inhibitors. hit rate 0.14% among 360,000;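 further: potency means the concentration at half of the fitted maximal effect; plate controls were vehicle for no effect and positive control for full effect; nearly all actives have a fitted effect of over 50% in size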
Target sequence (O95398 whole entry, looked up): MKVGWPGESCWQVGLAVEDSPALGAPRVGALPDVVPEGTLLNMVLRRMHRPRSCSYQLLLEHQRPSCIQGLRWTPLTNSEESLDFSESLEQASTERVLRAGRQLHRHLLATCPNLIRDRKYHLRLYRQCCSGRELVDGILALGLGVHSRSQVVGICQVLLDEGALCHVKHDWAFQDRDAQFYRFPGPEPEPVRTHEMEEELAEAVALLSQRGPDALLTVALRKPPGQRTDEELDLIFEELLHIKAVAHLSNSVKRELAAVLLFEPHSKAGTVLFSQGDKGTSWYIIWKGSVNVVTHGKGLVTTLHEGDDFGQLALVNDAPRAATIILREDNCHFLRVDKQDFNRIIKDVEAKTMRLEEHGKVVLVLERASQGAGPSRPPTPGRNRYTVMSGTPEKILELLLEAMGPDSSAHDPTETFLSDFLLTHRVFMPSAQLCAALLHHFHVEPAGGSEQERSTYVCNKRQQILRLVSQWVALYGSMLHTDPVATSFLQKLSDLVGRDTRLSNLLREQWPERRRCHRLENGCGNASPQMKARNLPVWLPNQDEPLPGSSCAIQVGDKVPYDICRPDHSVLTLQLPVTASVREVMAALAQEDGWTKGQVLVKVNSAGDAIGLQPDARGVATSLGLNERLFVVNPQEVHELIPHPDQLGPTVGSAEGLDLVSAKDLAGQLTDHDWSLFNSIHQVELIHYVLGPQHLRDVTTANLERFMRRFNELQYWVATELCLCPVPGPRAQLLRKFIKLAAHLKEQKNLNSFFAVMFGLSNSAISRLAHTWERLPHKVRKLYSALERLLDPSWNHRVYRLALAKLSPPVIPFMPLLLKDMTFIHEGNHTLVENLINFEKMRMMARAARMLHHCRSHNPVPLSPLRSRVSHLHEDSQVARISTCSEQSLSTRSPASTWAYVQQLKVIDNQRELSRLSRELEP
EPAC1 agonist: activates human EPAC1 exchange factor; O95398; EPAC1 agonist qHTS, biochemical assay; response scale: 100% = response to 6.5 mM cAMP; Potency, µM (titrated, usually from 154 µM), inactives show top-dose activation, usual class: activators; hit rate 0.073% among 360,000; AID 720707; further: potency means the concentration at half of the fitted maximal effect; nearly all actives have a fitted effect of over 60% in size
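EPAC1 100 nM, Rap1B–BODIPY-GDP 250 nM, unlabeled GDP 50 uM; compound titration; 5 min RT; kinetic read ex480/em540 at 5-min intervals ×30 min; data normalized to 6.5 mM cAMP agonist control.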
PLK1 PBD inh: PLK1 (human) polo-box domain binding inhibition. P53350. Plk1 PBD binding of FITC phosphopeptide, fluorescence polarization. Potency, µM, for inactives: max response, negative = inhibition, hits mostly inhibitors. hit rate 2.8% among 360,000; further: potency means the concentration at half of the fitted maximal effect; series mostly up to about 57 µM; on the % scale 0 is the no-effect control and ±100 the full control effect; nearly all actives have a fitted effect of over 65% in size
CCT modulator: cytosolic chaperonin activity modulation. hit rate 0.3% among 360,000. purified chaperonin ATPase assay, HTRF ADP detection, 30 min. activity change, % (no concentration beside the values), hits read low. AID 651819; in the data active means activity change below about -30%; further: on the % scale 0 is the no-effect control and ±100 the full control effect
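Nucleotide hydrolysis assay: TRiC at 20–40 nM final (set by batch activity) with 10 uM ATP, 30 min at 37 °C, in presence of 76 uM compound. Detection by competitive ADP HTRF, 30 min ambient.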
Numbers without * were called inactive; ? = inconclusive; · = not tested or not shown; [ ] = another dose, or the depositor's remark. Unless noted, the call rests on the fitted dose curve; in most records, active means well fitted curve in the direction sought with a large enough effect; inconclusive means small, poorly fitted or top-dose-only effect, or another doubt; inactive means no such curve, though single readings can be large; an effect the other way counts as inactive or inconclusive.

Molecule,MmCpn inh,EPAC2 antagonist,PI5P4Ka inh,WRN inhibitor,EPAC1 antagonist,EPAC1 agonist,PLK1 PBD inh,CCT modulator
CN1C(=O)Cc2cc(S(=O)(=O)NCc3cccs3)ccc21,0%,?,-2,-16%,-3%,6%,-9%,-2.0
COc1ccccc1/C=C1/C(=O)N(c2ccc([N+](=O)[O-])cc2)N=C1C,1%,4%,-1,3%,-14%,5%,1.9µM*,-12
Cc1nnc(SCC(=O)NCc2ccccc2Cl)[nH]c1=O,1%,-2%,0,-4%,-3%,-9%,-10%,-2.2
Cc1cc(C(=O)Nc2ccccc2Cc2ccccc2)no1,-5%,-27%,9,5%,-1%,-3%,-3%,-1.4
C[C@H](CO)N1C[C@H](C)[C@@H](CN(C)C(=O)Nc2ccc3c(c2)OCO3)Oc2c(NC(=O)Nc3ccc4c(c3)OCO4)cccc2C1=O,-8%,6%,-2,-6%,-4%,0%,-2%,-3.3
Cc1cc(C)cc(NC(=O)C2C3C=CC(O3)C2C(=O)O)c1 (stereo not drawn),0%,3%,-3,2%[57.1 µM],-17%,-4%,6%,0.8
COc1cc(C(=O)Nc2ccc(S(=O)(=O)Nc3ncccn3)cc2)c([N+](=O)[O-])cc1OC,-4%,-7%,-8,-3%,-29%,7%,-20%,-8.5
Cc1cccc(NC2=NC(=S)N(CC#N)C23CCCCC3)c1,1%,3%,1,-5%,-1%,8%,-11%,-3.5
COc1cc(/C=N/NC(=O)CCn2c3ccccc3c3ccccc32)cc(OC)c1OC,-2%,-14%,8,-1%,-13%,-9%,6%,-2.5
CS(=O)(=O)c1ccc2nc(NC3(C(F)(F)F)N=C4SCCN4C3=O)sc2c1 (stereo not drawn),2%,17%,·,-17%,24%,3%,-23%,1.3
CS(=O)(=O)N1CCCC(C(=O)Nc2ccc(F)c(F)c2)C1 (stereo not drawn),2%,12%,3,0%,-15%,-9%,6%,1.7
CCOC(=O)c1[nH]c(C)c(C(=O)NCCCN2CCOCC2)c1C,-2%,7%,·,8%,9%,4%,-9%,-0.3

Sorted by value in PI5P4Ka inh (highest first): 3 from the list above.
mol | PI5P4Ka inh
Cc1cc(C(=O)Nc2ccccc2Cc2ccccc2)no1 | 9
CS(=O)(=O)N1CCCC(C(=O)Nc2ccc(F)c(F)c2)C1 (stereo not drawn) | 3
Cc1cccc(NC2=NC(=S)N(CC#N)C23CCCCC3)c1 | 1

Next section:
Molecule,MmCpn inh,EPAC2 antagonist,PI5P4Ka inh,WRN inhibitor,EPAC1 antagonist,EPAC1 agonist,PLK1 PBD inh,CCT modulator
Cc1ccc(C)c(NC(=S)N2CCC(NC(=O)c3ccc(F)cc3)CC2)c1,5%,0%,-7,8%,-9%,3%,-3%,2.4
CC12CCC(C(=O)n3c1nc1ccccc13)C2(C)C (stereo not drawn),-1%,-9%,·,-13%,-11%,8%,-9%,-0.4
Cc1ccccc1C(=O)Nc1nc2n(n1)C(c1ccccc1)CC(=O)N2 (stereo not drawn),-3%,6%,4,2%,2%,3%,3%,0.0
O=C(CCCN1C(=O)/C(=C\c2cccs2)SC1=S)Nc1ccc(O)cc1,-9%,-14%,-4,-3%[57.1 µM],-14%,0%,7%,-1.4
CCc1nc2c(OCc3cc(Cl)cc(Cl)c3)cccn2c1N(C)C(=O)c1ccc(OC)cc1,·,-22%,-1,-10%,-13%,2%,-8%,0.6
Nc1nccc(-c2ccc(-n3cccc3)cc2)n1,0%,6%,5,0%,-4%,-6%,6%,0.6
Cc1ccc(C)c(Oc2coc3cc(OC(=O)c4cccs4)ccc3c2=O)c1,·,4%,-20,21%,2%,-2%,9.5µM*,1.3
CCN(C(=O)COC(=O)C1CC1)c1c(N)n(Cc2ccccc2)c(=O)[nH]c1=O,-1%,3%,3,7%,?,4%,-13%,-0.5
O=C(Nc1ccccc1C(F)(F)F)C1CCCC1,1%,-18%,3,1%,-17%,2%,-1%,0.4
O=C(CSc1nncs1)NC1CCCc2ccccc21 (stereo not drawn),1%,5%,-6,-2%,11%,-2%,2%,2.1
O=C(CC1Oc2ccccc2NC1=O)NCc1ccccc1 (stereo not drawn),-1%,-4%,0,5%,-29%,-7%,21µM*,-2.2
CSc1nc(C)cc(Oc2ccc(OCC(N)=O)nn2)n1,1%,-2%,6,-2%,-22%,-7%,6%,-0.8

Next section
Molecule,MmCpn inh,EPAC2 antagonist,PI5P4Ka inh,WRN inhibitor,EPAC1 antagonist,EPAC1 agonist,PLK1 PBD inh,CCT modulator
Cc1[nH]c2ccccc2c1/C=N/NC(=O)C1CC1(c1ccccc1)c1ccccc1 (stereo not drawn),-2%,-15%,-15,?,-9%,9%,0%,-2.1
COc1ccc(OCCC(=O)OCC(=O)NC2CCCCCCC2)cc1,-1%,-2%,-1,1%,2%,-3%,1%,-0.4
COc1ccc(N2CCN(S(=O)(=O)/C=C/c3ccccc3)CC2)cc1,1%,1%,0,-3%,20%,2%,-9%,-2.5
O=C1NCC(Nc2ccccc2Cl)C(=O)N1 (stereo not drawn),·,2%,-1,-2%,16%,16%,-4%,-2.3
COc1ccccc1Cn1nnc2c(=O)[nH]c(C3CCN(C(=O)c4ccccc4Cl)CC3)nc21,-1%,-1%,-7,-2%,?,6%,-8%,0.2
Cc1cc(C)c2nc(SCC(=O)NCC3CCCO3)c(C#N)cc2c1 (stereo not drawn),?,-3%,-5,?,-3%,15%,-6%,-2.9
CN1CCN(C2=C(Cl)C(=O)C(c3cnc(N4CCCCC4)s3)=C(Cl)C2=O)CC1,-3%,13%,-89*,?,-15%,0%,3.8µM*,-1.5
Cc1c(C(=O)N2CCOCC2)sc2ncnc(N3CCc4ccccc4C3)c12,-1%,-4%,-16,-4%,-8%,4%,-13%,0.0
COc1cccc(C(=O)C(CCC#N)c2ccccc2)c1 (stereo not drawn),·,?,2,-18%,-2%,-1%,-8%,0.7
COc1ccccc1N1CCN(C(=O)c2cc3c(s2)CCC3)CC1,0%,16%,-27,-25%,0%,1%,-13%,-3.6
COc1cc2c(cc1NC(=O)c1cccc([N+](=O)[O-])c1C)oc1ccccc12,2%,-2%,·,-11%,-5%,13%,-6%,-1.5
COc1ccc2oc(C(=O)OCC(=O)NCc3ccc(OC)c(OC)c3)c(C)c2c1,-11%,0%,10,-16%,-19%,-17%,-6%,0.5

Another view of 4 compounds above.
CN1CCN(C2=C(Cl)C(=O)C(c3cnc(N4CCCCC4)s3)=C(Cl)C2=O)CC1
  MmCpn inh = -3%
  EPAC2 antagonist = 13%
  PI5P4Ka inh = -89*
  WRN inhibitor = ?
  EPAC1 antagonist = -15%
  EPAC1 agonist = 0%
  PLK1 PBD inh = 3.8µM*
  CCT modulator = -1.5
Cc1c(C(=O)N2CCOCC2)sc2ncnc(N3CCc4ccccc4C3)c12
  MmCpn inh = -1%
  EPAC2 antagonist = -4%
  PI5P4Ka inh = -16
  WRN inhibitor = -4%
  EPAC1 antagonist = -8%
  EPAC1 agonist = 4%
  PLK1 PBD inh = -13%
  CCT modulator = 0.0
COc1cccc(C(=O)C(CCC#N)c2ccccc2)c1 (stereo not drawn)
  MmCpn inh = ·
  EPAC2 antagonist = ?
  PI5P4Ka inh = 2
  WRN inhibitor = -18%
  EPAC1 antagonist = -2%
  EPAC1 agonist = -1%
  PLK1 PBD inh = -8%
  CCT modulator = 0.7
COc1ccccc1N1CCN(C(=O)c2cc3c(s2)CCC3)CC1
  MmCpn inh = 0%
  EPAC2 antagonist = 16%
  PI5P4Ka inh = -27
  WRN inhibitor = -25%
  EPAC1 antagonist = 0%
  EPAC1 agonist = 1%
  PLK1 PBD inh = -13%
  CCT modulator = -3.6

(cont.)
Molecule,MmCpn inh,EPAC2 antagonist,PI5P4Ka inh,WRN inhibitor,EPAC1 antagonist,EPAC1 agonist,PLK1 PBD inh,CCT modulator
Nc1c(C(=O)c2ccc(Br)cc2)oc2ccccc12,-3%,4%,7,-1%,-29%,0%,-6%,1.1
COc1cccc(C2CCCN2Cc2nc(CCC(C)C)no2)c1 (stereo not drawn),-1%,-9%,6,-4%,1%,-6%,-8%,0.4
Cc1nc(CN(C)Cc2nc(Cc3cccc(F)c3)no2)cs1,0%,2%,-2,2%,-24%,1%,-20%,-1.8
CCOC(=O)c1c(NC(=O)CSc2nnc3c(Cl)cc(Cl)cn23)sc2c1CCC2,-1%,5%,-23,-4%,-7%,-14%,-3%,-0.9
COc1ccc(CCNCC(O)c2ccccc2)cc1 (stereo not drawn),1%,0%,4,1%,14%,-3%,-3%,-12
CC(=O)Nc1ccc(S(=O)(=O)NCCC(=O)OC(C)C(=O)NC2(C#N)CCCCC2)cc1 (stereo not drawn),0%,-3%,-3,1%,5%,1%,-11%,-4.1
O=[N+]([O-])c1ccc(CCn2ccnc2)cc1,0%,13%,-5,3%,-3%,-3%,1%,-1.1
O=C(COn1nnc2ccc(C(F)(F)F)cc21)Nc1nnc(-c2ccccc2)o1,-3%,15%,9,-1%,-12%,-14%,-11%,-0.7
CCOC(=O)C(=CN(CCc1ccccc1)CC(=O)OC)C(=O)OCC,0%,23%,-2,5%,-1%,-1%,3%,1.1
Cc1cc2oc(=O)cc(CN3CCCCCCC3)c2cc1Cl,·,-11%,-6,3%,2%,9%,-11%,0.1
O=C(/C=C/Nc1ccccc1F)c1ccc(Br)cc1,-7%,5%,-5,6%,20%,2%,-8%,-4.6
Cc1ccc(NC2(C#N)CCCC2)cc1,·,-27%,0,-14%,4%,3%,-14%,-1.2

This is a subset; count on the stated rates, not on these rows.
